EphA4 KYL inhibition = inhibitors of EphA4 binding to KYL peptide, primary screen, biochemical, colorimetric, mouse EphA4 (AID 689); EphA4-AP binding to KYL peptide, pNPP A405; higher % means a stronger effect; one-dose inhibition, % at 10 µM; IC50 in µM for titrated hits; actives 0.1% (n = 62,000); in the data active = a potency from the dose series; inactive = the rest, 99 in 100 with inhibition below about 22%
Active calls of the source: *; & = joins results of further samples. The list is partial; the hit share may differ from the screen's.

EphA4 KYL inhibition	structure
-7.9%	Cc1ccccc1NC(=O)Cn1cccc1
1.5%	Cc1cc(C)c(S(=O)(=O)NCc2ccc(S(N)(=O)=O)cc2)c(C)c1
-13.7%	CN(Cc1ccccc1)C(=O)COc1cc(=O)n(C)c2ccccc12
-4.8%	O=C(CN(Cc1ccccc1)S(=O)(=O)c1ccc(F)cc1)NCCC1=CCCCC1
5.7%	Cc1ccc(NC(=O)C(c2ccccc2)c2ccccc2)c(C)c1
1.4%	CCCCOC(=O)C1[C@H]2C(=O)N(c3ccccc3CC)C[C@]23C=C[C@H]1O3 (stereo not given in full)
-7.3%	O=C(NCCCN1CCOCC1)/C(=C/c1cccc(Oc2ccccc2)c1)NC(=O)c1ccccc1
5.1%	CCN1c2ccccc2-c2nc3ccccc3n2C1c1ccco1 (stereo not given)
-0.2%	C=C(Br)Cn1c(CCC)nc2ccccc21
-12.9%	COc1cccc(/C=N/Nc2nc(Nc3ccccc3)nc(-n3nc(C)cc3C)n2)c1O
-5.4%	COc1ccc(C2(C(=O)N3CCOCC3)CCCC2)cc1
-4.5%	CNc1ncc(C(=O)c2ccc(Cl)cc2)s1
-25.6%	Cc1ccc(-c2n[nH]c(=S)n2Cc2ccccc2)cc1
-7.2%	Cc1ccc(C)c(NCN2C(=O)S/C(=C/c3cccc(Br)c3)C2=O)c1
0.1%	CCC(C)c1ccccc1OCC(=O)Nc1nccs1 (stereo not given)
-2.7%	COc1ccc(Cl)cc1N(CC(=O)NCCSc1ccccn1)S(=O)(=O)c1ccccc1
20.9%	O=C(Nc1c(-c2ccccc2)c2cc(Br)ccc2[nH]c1=O)c1cccc(Cl)c1
-5.1%	Cc1cc(C)n(-c2nc(NCCCO)c3c4c(sc3n2)CCCC4)n1
-4.2%	CSc1oc(-c2ccccc2)nc1S(=O)(=O)c1ccc(F)cc1
-4.9%	CCCOC(=O)c1c(NC(=O)/C=C/c2cnn(C)c2C)sc(C(=O)OC)c1C
-7.5%	C=CCSc1nc(O)c(CC)c(=O)n1C(C)CC (stereo not given)
-11.4%	O=C(COc1ccc(Cl)cc1Br)N1CCN(c2ccccc2)CC1
-14.1%	C=CCN(C1CCCCC1)S(=O)(=O)c1ccc2c(c1)oc(=O)n2C
-15.1%	CC(C)=CCSc1nnc([C@@H](NC(=O)OC(C)(C)C)C(C)C)o1
-7.7%	CCOC(=O)c1nnn(-c2nc(OC)nc(N3CCCC3)n2)c1-c1ccccc1
-11.3%	Cc1cccc(N2CCN(C(=O)C3CCCCC3)CC2)c1C
-4.0%	COC(=O)c1cc(COC(=O)c2cccnc2SC)oc1C
17.7%	O=C(CSc1nc(-c2ccc(F)cc2)cs1)NC(=O)NCc1ccco1
-1.1%	COc1ccc(NC(=O)c2ccc(COc3ccccc3OC)o2)cc1OC
-11.6%	CC(=O)Nc1c(NCC(C)C)c2ccccc2oc1=O
-15.6%	COc1ccc(C(=O)NCC(=O)NCC2(N(C)C)CCCCC2)cc1OC
-11.0%	c1ccc(OCc2nn3c(-c4ccncc4)nnc3s2)cc1

Ordered by formula weight (ascending): 4 of the compounds above.
EphA4 KYL inhibition	structure
-11.6%	CC(=O)Nc1c(NCC(C)C)c2ccccc2oc1=O
-11.3%	Cc1cccc(N2CCN(C(=O)C3CCCCC3)CC2)c1C
-4.0%	COC(=O)c1cc(COC(=O)c2cccnc2SC)oc1C
-1.1%	COc1ccc(NC(=O)c2ccc(COc3ccccc3OC)o2)cc1OC

Copied from the list:
Value of COc1ccc(NC(=O)c2ccc(COc3ccccc3OC)o2)cc1OC in EphA4 KYL inhibition: -1.1%
Value of COc1ccc(C(=O)NCC(=O)NCC2(N(C)C)CCCCC2)cc1OC in EphA4 KYL inhibition: -15.6%
Value of CC(=O)Nc1c(NCC(C)C)c2ccccc2oc1=O in EphA4 KYL inhibition: -11.6%
Value of Cc1cccc(N2CCN(C(=O)C3CCCCC3)CC2)c1C in EphA4 KYL inhibition: -11.3%

Remaining list, next part:
EphA4 KYL inhibition	structure
-9.9%	CC(=O)c1c(C)[nH]c(C(=O)NCCC2=CCCCC2)c1C
-11.4%	CCN1CCN(c2cc(=O)n(-c3cc(Cl)ccc3C)c(=O)[nH]2)CC1
-32.8%	COc1ccc(-n2c(COc3ccccc3)nnc2SCC(N)=O)cc1
0.2%	Cc1ccc(NC(=O)c2cn(-c3cccc(C)n3)cn2)cc1
-3.5%	COc1ccc(CCNc2cc(N3CCN(C(=O)c4ccc(Br)cc4)CC3)ccc2[N+](=O)[O-])cc1OC
-6.7%	Cc1cccc(C)c1NC1=NC(C)(C)N=C(N)N1
8.2%	COC(=O)c1ccc(COc2ccccc2/C=N/NS(=O)(=O)c2ccccc2)cc1
-8.3%	COc1c(/C=N/Nc2ccc([N+](=O)[O-])cc2[N+](=O)[O-])c(C)nn1-c1ccccc1
1.7%	COc1ccc(NC(=O)C(=O)NCc2ccco2)cc1OC
-9.9%	COc1ccccc1C1NC(=O)NC(C)=C1C(=O)Nc1cccc(C)c1C (stereo not given)
4.9%	COC(=O)c1ccc(COc2ccc(/C=C(\C#N)c3nc4ccccc4[nH]3)cc2OC)o1
-5.7%	Cc1ccc(NC(=O)C(Cc2ccccc2)NC(=O)c2ccco2)cc1 (stereo not given)
1.4%	COc1cccc(CNc2ccc3c(c2)ncn3C(C)C)c1OC
-16.6%	O=C(C[n+]1cccc(NC(=O)c2ccccc2)c1)c1ccc(NC(=O)c2ccccc2)cc1
-2.2%	O=C(Nc1cc(Cl)ccc1Cl)c1ccc(OC(=O)c2ccco2)cc1
-17.5%	O=C(NOC(=O)c1cc(Br)ccc1Cl)c1cccs1
-11.1%	COC(=O)c1cc(NC(=O)c2cc(OC)cc(OC)c2)cc(C(=O)OC)c1
-6.3%	CC1CCCN(C(=O)CSc2nc3ccccc3o2)C1 (stereo not given)
4.4%	Cc1ccc(S(=O)(=O)NCC(=O)N2CCOCC2)cc1
-7.2%	CCOc1ccccc1N1CCN(C(=O)c2cccc(-c3ccc(O)cc3)c2)CC1
-12.5%	CCCCn1c(SCC(=O)NCc2ccco2)nnc1-c1ccco1
4.0%	COc1ccc(N2CCN(C(=O)c3ccncc3)CC2)cc1
-18.4%	CSCCC(NC=C1C(=O)OC(C)(C)OC1=O)C(=O)O (stereo not given)
-0.8%	N#Cc1ccccc1NC(=O)c1ccc(Br)cc1
-3.6%	C=CCSc1nnc2nc3[nH]c4c(C)cccc4c3nn12
-5.3%	O=C(Nc1ccc(S(=O)(=O)Nc2nccs2)cc1)C1CCCCC1
-1.8%	Cc1ccc(-c2noc(CCC(=O)Nc3cc(C)ccn3)n2)cc1
10.9%	Cc1cnc(C(=O)OCC(=O)c2csc(N3CCCCC3)n2)cn1
-15.4%	CCOC(=O)CSc1nnc2n(C3CCCCC3)c(=O)c3c4c(sc3n12)CCCC4
-14.1%	CCOC(=O)C(NC(=O)CC)(Nc1ccc(S(=O)(=O)Nc2cc(C)on2)cc1)C(F)(F)F (stereo not given)
-10.3%	O=[N+]([O-])c1ccc2c(c1)S(=O)(=O)N=C2Nc1cccc(Cl)c1
-5.7%	O=C1c2cccc3cccc(c23)C(=O)N1/N=C/c1ccc(O)cc1
0.3%	CCCCn1c(CN2CCN(C)CC2)nc2ccccc21
4.4%	C=CCn1c(NC(C)c2cc(Cl)ccc2O)nc2ccccc21 (stereo not given)
-8.1%	CCN(CC)C(=O)CCCOc1ccc(Cl)cc1Cl
-4.1%	O=P(O)(COc1ccccc1)COc1ccccc1
-6.5%	CCOC(=O)N1CCN(C(=O)CN(c2cc(Cl)ccc2OC)S(=O)(=O)c2ccccc2)CC1
-19.8%	COC(=O)c1cc(NC(=O)N2c3ccccc3Sc3ccccc32)cc(C(=O)OC)c1
-5.5%	Brc1cc2c(cc1/C=N/Nc1nc(N3CCCC3)nc(N3CCOCC3)n1)OCO2
1.4%	CCOc1ccccc1C(=O)n1nc(C)cc1C

Two of the compounds above, tab-delimited:
smiles	EphA4 KYL inhibition
CCCCn1c(CN2CCN(C)CC2)nc2ccccc21	0.3%
C=CCn1c(NC(C)c2cc(Cl)ccc2O)nc2ccccc21 (stereo not given)	4.4%

(list continues)
EphA4 KYL inhibition	structure
-3.3%	CC1(C)CC(=O)C(C(C#Cc2ccccc2)C2=C(O)CC(C)(C)CC2=O)=C(O)C1
-2.4%	CCC(C)NC(=O)NC1C(NC(=O)NC(C)CC)N(C)C(=O)N1C (stereo not given)
-8.5%	Cc1ccc(OCC(=O)Nc2ccccc2O)cc1
1.1%	COC(=O)c1ccc(NC(=O)COc2ccccc2OC)cc1
-10.3%	N/C(=N\OC(=O)Cc1ccccc1)c1ccccn1
2.7%	COc1ccc(NS(=O)(=O)c2ccc(OCC(=O)N3CCOCC3)cc2)cc1
5.2%	Cc1nc(S(=O)(=O)c2ccc(Cl)cc2)c(NCc2ccccc2)o1
-20.1%	COC(=O)CCCC(=O)N1CCOCCN(C(=O)CCCC(=O)OC)CCOCC1
4.0%	Cc1ccc(O)c(C(=O)c2cnn(C(=O)Cc3csc(C)n3)c2)c1
-32.8%	Cc1ccc(C)c(NC(=O)CSc2nnc(-c3ccncc3)n2N)c1
-9.0%	C/C(=C\c1ccccc1)CN1CCN(c2cccc(Cl)c2)CC1
-5.8%	O=C(O)c1ccc(CSc2nnc(COc3ccc(Cl)cc3Cl)o2)cc1
-10.3%	COc1cccc(-n2nnc3c(=O)n(CC(=O)N4CCCc5ccccc54)cnc32)c1
-14.1%	COCCN(CCOC)C(=O)c1cc2sc3ccccc3c2s1
-14.4%	O=C(c1ccc2c(c1)OCO2)n1nnc2ccccc21
3.2%	O=C(CCN1C(=O)c2ccccc2C1=O)Nc1ccc(S(=O)(=O)NC2=NCCCCC2)cc1
-1.3%	NC(=O)C1CCN(C2CC(=O)N(c3ccc(F)c(Cl)c3)C2=O)CC1 (stereo not given)
-8.1%	N#Cc1c(-c2cccs2)cc(-c2ccccn2)nc1N
-20.7%	CC(=O)c1cc2c(cc1NC(=O)c1cnc(C)cn1)OCO2
12.5%&-5.2%	CCc1cc(=O)oc2cc(C)cc(O)c12
-21.8%	CSC1=C(C#N)C(CC(C)C)C2=C(CCCC2=O)N1 (stereo not given)
5.7%	COc1ccc(CCNC(=O)CSc2ncnc3c2oc2ccccc23)cc1OC
-5.4%	CC1CN(C(=O)CCN2C(=O)c3ccccc3C2=O)CC(C)O1 (stereo not given)
20.9%	COCCN1C(=O)c2ccccc2C(C(=O)NCCN(C)C)C1c1ccc(F)cc1 (stereo not given)
-9.6%	CC(NC(=O)c1ccc(Cl)cc1)c1nnc(SCc2ccc([N+](=O)[O-])cc2)n1C (stereo not given)
-6.8%	COc1cc(CNCCc2ccc(S(N)(=O)=O)cc2)ccc1OCc1ccc(Cl)cc1
-3.2%	CCN(CC)C(=O)CSc1nc2ccccc2c(=O)n1CC
-0.3%	CCOC(=O)c1ccc(NC(=O)CCc2nc(-c3ccc(Cl)cc3)no2)cc1
-18.9%	COc1ccc(CCNC(=O)/C(=C/c2ccc(Cl)cc2)NC(=O)c2ccc(C)cc2)cc1OC
-2.2%	CCN1CCCC1CN(Cc1cc2c(C)cc(C)cc2[nH]c1=O)C(=O)NC1CCCCC1 (stereo not given)
-2.0%	CC(C)c1ccc(OCC(=O)NC(=S)Nc2ccc3c4c(cccc24)CC3)cc1
-7.8%	CN1CCN(c2ccc([N+](=O)[O-])c(-n3nc(-c4ccccc4)c4ccccc4c3=O)c2)CC1
-3.2%	Cc1cc(CSc2ccccc2)ccc1NC(=O)c1ccc(Cl)c([N+](=O)[O-])c1
-5.9%	COc1ccc(NS(=O)(=O)c2ccc(NC(=S)NC(=O)C(C)C)cc2)cc1
-3.3%	CCOC(=O)c1ccccc1NS(=O)(=O)c1ccccc1F
-0.7%	CC(C)(C)n1ncc2c(=O)n(CC(=O)NCc3ccccc3Cl)cnc21
-16.2%	Clc1ccccc1CSc1nnc(Cn2cnc3ccccc32)n1-c1ccccc1
-12.6%	COc1ccc(N(CC(=O)Nc2cc(C)on2)S(=O)(=O)c2ccc(Cl)cc2)cc1
-7.7%	CC1(C)CC(=O)c2sc(N3CCCCC3)nc2C1
-2.7%	O=C1c2ccccc2NC(c2ccccc2O)N1c1ccc(Cl)cc1 (stereo not given)
-25.9%	Cn1c(SCC(=O)N2CCc3ccccc32)nc2cccnc21
-10.0%	CNC(=O)c1ccc(-c2ccccc2)s1
10.5%	CCN(CC)c1ccc(/C=C2\C(=O)NC(=O)N(Cc3ccccc3)C2=O)c(OC)c1
-8.2%	CC(=O)Oc1ccc(C2OC(=O)c3ccccc3N2C(C)=O)cc1 (stereo not given)
-4.2%	O=C(NC1CCCC1)C(c1ccsc1)N(C(=O)Cc1cccs1)c1cccc(F)c1 (stereo not given)
7.2%	CCCCn1c(SCC(=O)NCc2ccco2)nc2c(sc3ccccc32)c1=O
-10.9%	Cc1oc2c(CN(CC(C)C)CC(C)C)c(O)ccc2c(=O)c1-c1nc2ccccc2s1
-12.5%	COc1ccc(OC)c(-c2nc(C(N)=O)c3[nH]c(=O)n(-c4ccc(F)cc4)c3n2)c1
-15.9%	CCOc1cc(NC(=S)Nc2cccc(OC)c2)c(OCC)cc1NC(=O)C1CC1
-11.9%	O=[N+]([O-])c1cccc(/C=N/Nc2cc(Cl)nc(-c3ccccc3)n2)c1
2.0%	O=C(Nc1nnc(-c2ccco2)s1)C1CC1
-21.9%	CCC(C)(C)NC(=O)C1CCN(c2nc(C)cc(C)n2)CC1
-4.3%	Cc1cc(NC(=O)c2ccc3c(c2)C(=O)N(C(C)(C)C)C3=O)no1
-2.0%	Cc1ccc(SCC(=O)Nc2cc(C)on2)cc1
-5.9%&7.2%	FC(F)(F)COc1nc(OCC(F)(F)F)nc(N2CCN(c3ccccc3)CC2)n1
10.1%	COC(=O)C1=C(C)NC2=C(C(=O)CC(C)(C)C2)C1c1ccc(OC)cc1OC (stereo not given)

Following part:
EphA4 KYL inhibition	structure
-18.8%	Cn1c(N)c(C(=O)COC(=O)c2ccc(Br)o2)c(=O)n(C)c1=O
-12.5%	O=C(c1cnn2c(C(F)(F)F)cc(-c3ccccc3)nc12)N1CCOCC1
-1.5%	N#CC1=C(N)SC(N)=C(C#N)C1Cc1ccccc1
-11.8%	COc1nc(NCc2ccc(Cl)cc2)nc(OC)n1

Screening results as filed in PubChem.
